Assay outcomes: PubChem, several laboratories
GDH-TPI counter: GDH-TPI coupled enzyme inhibition counter-screen; GDH-TPI coupled enzyme counterscreen, NADH absorbance; inhibition, % at 4.8 µM; 1.2% of 360,000 active;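 further: 0% = DMSO wells and 100% = wells lacking the enzyme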
FadD28 binding: M. tuberculosis FadD28 bisubstrate binding inhibition; AID 588549; 0.22% of 360,000 active; inhibition, % at 12.5 µM; FadD28 bisubstrate probe binding, fluorescence polarization; in the data active means inhibition above about 8.5%, passing the limit was not always enough; inconclusive means no clear call, values can overlap the other calls
FBA Mtb inh: inhibits M. tuberculosis FBA enzyme | P9WQA3 | purified M. tuberculosis FBA, fluorescence read-out | inhibition, % at 1 µM | 2.3% of 360,000 active | AID 588726; in the data active means inhibition above about 27%;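 further: 0% = vehicle and 100% = reference inhibitor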
Target sequence (P9WQA3 whole entry, looked up): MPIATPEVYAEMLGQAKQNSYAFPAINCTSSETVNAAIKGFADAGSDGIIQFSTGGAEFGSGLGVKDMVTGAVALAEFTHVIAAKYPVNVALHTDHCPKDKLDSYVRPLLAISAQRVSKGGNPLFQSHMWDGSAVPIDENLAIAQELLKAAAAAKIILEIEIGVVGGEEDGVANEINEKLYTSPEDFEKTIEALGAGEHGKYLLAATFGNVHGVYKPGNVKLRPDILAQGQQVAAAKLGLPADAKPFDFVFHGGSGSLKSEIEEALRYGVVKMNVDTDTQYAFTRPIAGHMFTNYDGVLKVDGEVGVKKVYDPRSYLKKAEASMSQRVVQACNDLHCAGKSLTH
BoNT A protease: inhibitors of Botulinum neurotoxin A light chain protease. inhibition, % at 10 µM. multiplex microsphere protease substrate cleavage, flow cytometry. 0.17% of 360,000 active; in the data active means inhibition above about 30%; inconclusive means no clear call, values can overlap the other calls; further: plate controls were buffer without enzyme for full effect and enzyme alone for no effect
BoNT F protease: BoNT F light chain protease inhibition; Multiplex microsphere protease cleavage assay, flow cytometry; inhibition, % at 10 µM; 0.22% of 360,000 active; AID 588497; in the data active means inhibition above about 35%, passing the limit was not always enough; inconclusive means no clear call, values can overlap the other calls; further: plate controls were buffer without enzyme for full effect and enzyme alone for no effect
CCHFV vOTU inh: blocks the CCHF virus ovarian tumor domain protease | CCHFV vOTU protease, Pep-AMC fluorescence | inhibition, % at 11.5 µM | 0.55% of 370,000 active; further: 0% = vehicle wells with enzyme and 100% = no enzyme wells
PrPC TRFRET: cell surface PrPC inhibition, primary TR-FRET screen. TR-FRET read-out. inhibition, % at 13.8 µM. 0.43% of 370,000 active; in the data active means inhibition above about 24%; further: 0% = median of the test wells and 100% = reference compound wells
Mtb BioA inh: BioA (M. tuberculosis) enzyme inhibition; AID 602481; inhibition, % at 9.99 µM; 0.096% of 360,000 active; purified M. tuberculosis BioA enzyme, plate reader; in the data active means inhibition above about 40%; inconclusive means no clear call, values can overlap the other calls
Mtb UGM inh: blocks M. tuberculosis UGM enzyme; AID 504406; inhibition, % at 10 µM; 0.06% of 320,000 active; purified UGM, fluorescence polarization probe displacement; in the data active means inhibition above about 10%, passing the limit was not always enough; inconclusive means no clear call, values can overlap the other calls
Target sequence (P9WIQ1 whole entry, looked up): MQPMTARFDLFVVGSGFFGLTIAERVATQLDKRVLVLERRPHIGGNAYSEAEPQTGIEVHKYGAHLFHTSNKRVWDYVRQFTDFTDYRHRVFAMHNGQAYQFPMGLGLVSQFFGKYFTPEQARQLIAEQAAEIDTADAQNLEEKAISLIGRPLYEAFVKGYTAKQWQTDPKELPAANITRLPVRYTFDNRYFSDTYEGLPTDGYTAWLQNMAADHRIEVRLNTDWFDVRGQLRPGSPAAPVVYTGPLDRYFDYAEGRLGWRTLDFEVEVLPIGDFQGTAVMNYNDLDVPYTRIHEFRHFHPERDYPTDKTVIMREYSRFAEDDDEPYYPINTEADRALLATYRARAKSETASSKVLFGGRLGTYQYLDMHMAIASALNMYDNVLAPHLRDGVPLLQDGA
The depositor's hits bear a star; ? = inconclusive; . = no result given. Unless noted, no stated cut-off is given here; in the data, active means inhibition above about 30%; inactive means the rest.

entry	SMILES	BoNT A protease	GDH-TPI counter	PrPC TRFRET	CCHFV vOTU inh	FadD28 binding	BoNT F protease	Mtb UGM inh	Mtb BioA inh	FBA Mtb inh
1	O=C(O)/C=C/c1cnc2ccccc2c1	-1.4	-4.5	1.2	25.7	-2.6	2.6	-1.1	.	8.5
2	O=C1NC2(CCCCCC2)C(=O)N1Cc1cccc(Cl)c1	0.2	4.3	-5.1	-5.8	-2.6	6.2	-0.9	-0.4	0.7
3	COc1ccc(-n2c(Cc3cccn3C)nnc2SCC(=O)NCCc2ccccc2)cc1	-1.1	4.8	-3.3	-3.9	-2.0	-6.3	1.3	5.5	1.6
4	O=C(NCCCn1ccnc1)c1cc2c(s1)CCCCC2	-5.4	9.9	5.0	-5.5	-0.9	-8.8	-3.0	.	-1.0
5	CCOc1ccc(S(=O)(=O)Nc2ccc(C(=O)NCC(c3ccccc3)N(C)C)cc2)cc1 (configuration not stated)	1.6	3.0	-1.2	4.2	-0.1	0.2	1.3	0.3	-2.1
6	Cc1ccc(NCC(=O)N/N=C/c2ccc(OC(=O)c3ccco3)cc2)cc1	0.5	6.0	8.4	-7.7	-3.5	2.5	-2.1	13.0	1.9
7	COc1ccc(OC)c(C2c3c(oc4ccccc4c3=O)C(=O)N2CCCN(C)C)c1 (configuration not stated)	-0.1	2.3	-1.1	4.0	-3.3	-12.5	-1.1	0.5	4.4
8	COC(c1ccccc1)c1nnc(CCC(=O)NCc2cccc(-n3cccn3)c2)o1 (configuration not stated)	-0.1	-6.8	-5.0	-4.2	-3.2	-1.9	-1.1	.	-1.5
9	O=C(NC1CCCC1)c1nc2c(nnn2Cc2cccc(Cl)c2)c(=O)[nH]1	-0.3	-9.5	5.5	3.9	-4.2	-6.3	2.8	.	1.3
10	O=S(=O)(Nc1ccccc1)c1cccc2nsnc12	-3.2	14.4	-18.4	-9.3	-0.1	?	-5.2	-1.7	3.5
11	NC(=O)CN1CCCN(S(=O)(=O)c2ccc(Br)cc2)CC1	0.1	2.5	2.4	-0.1	-0.2	4.7	0.5	-1.0	5.4
12	COc1ccc(-c2c(C(F)(F)F)[nH]n3c(=O)cc(-c4ccccc4)nc23)cc1	?	0.5	5.5	-5.1	-2.3	?	-1.2	.	39.3*
13	Cc1ccccc1N(CC(=O)NC1CCCCC1)C(=O)c1csnn1	2.2	-2.3	2.3	4.5	-1.0	7.0	3.7	4.1	-0.3
14	O=C(CSc1ccccc1)NCCSCc1ccccc1	0.9	-8.0	3.3	6.0	-2.4	-1.9	-1.2	-3.3	-2.9
15	O=C(Nc1cccc(Cl)c1)C1C2C=CC3(O2)C1C(=O)N(CCN1CCCCC1)C3C(=O)NC1CCCCC1 (configuration not stated)	5.9	-6.7	-2.4	-2.4	-3.4	10.7	-1.6	-0.8	-0.3
16	Cc1ccc(/C=C(\C#N)c2nn(-c3ccccc3)c(N)c2C#N)cc1	-0.1	17.1	-2.3	-7.9	-2.7	2.9	-0.4	-0.9	1.4
17	CC1CCCCC1NC(=O)c1cccc(S(=O)(=O)N2CCN(Cc3ccccc3)CC2)c1 (configuration not stated)	0.7	12.2	-0.8	3.7	-3.1	1.0	0.7	-0.2	-1.8
18	CCOc1cc(-c2sc(Nc3ccccc3)n[n+]2-c2ccc(F)cc2)ccc1OC	-0.1	12.7	-3.4	-3.9	0.3	-9.1	-0.5	7.9	3.9
19	Cc1ccccc1NC(=O)c1ccco1	-4.7	9.4	-6.6	-3.4	1.3	-23.8	-1.1	-1.4	1.2
20	CN(C)c1nc(N(C)C)n(C(=O)c2ccc(F)cc2)n1	-0.1	-4.2	4.2	3.4	-2.1	-1.9	0.2	1.1	-4.9
21	C=CCNc1nc(Nc2ccc(OC)cc2OC)nc(OCC)n1	-0.1	3.5	7.1	1.3	-3.3	-2.6	1.5	0.1	-0.3
22	COc1ccc(C(=O)O)cc1S(=O)(=O)NCCc1ccccn1	0.7	10.1	2.5	-4.6	-0.5	-3.5	1.6	-2.8	2.5
23	CCOc1cnn(-c2cc(Oc3ccc(C)cc3)ncn2)c(=O)c1Cl	-0.6	7.6	-19.5	-10.4	1.1	-8.2	-1.9	2.8	1.6
24	COc1ccc(/C=C/C(=O)Nc2ccccc2C)cc1S(=O)(=O)N1CCOCC1	-0.1	28.6	0.1	-5.8	-4.9	2.5	0.9	.	-2.7
25	NC(=O)CSc1n[nH]c(=O)n1CCc1ccccc1	-4.1	0.4	3.4	-9.9	1.5	-10.6	-1.9	0.3	1.1

Complete entries, quoted from the list:
NC(=O)CSc1n[nH]c(=O)n1CCc1ccccc1 is listed with BoNT A protease: -4.1; GDH-TPI counter: 0.4; PrPC TRFRET: 3.4; CCHFV vOTU inh: -9.9; FadD28 binding: 1.5; BoNT F protease: -10.6; Mtb UGM inh: -1.9; Mtb BioA inh: 0.3; FBA Mtb inh: 1.1
O=C(O)/C=C/c1cnc2ccccc2c1 is listed with BoNT A protease: -1.4; GDH-TPI counter: -4.5; PrPC TRFRET: 1.2; CCHFV vOTU inh: 25.7; FadD28 binding: -2.6; BoNT F protease: 2.6; Mtb UGM inh: -1.1; Mtb BioA inh: .; FBA Mtb inh: 8.5

More records follow:
entry	SMILES	BoNT A protease	GDH-TPI counter	PrPC TRFRET	CCHFV vOTU inh	FadD28 binding	BoNT F protease	Mtb UGM inh	Mtb BioA inh	FBA Mtb inh
26	CCOc1cc(C)c(Cl)cc1S(=O)(=O)NCc1ccco1	-0.4	5.8	-2.8	12.2	-4.2	-4.0	-0.5	-0.9	1.4
27	Cc1ccc(N2CC(C(=O)NCc3cccs3)CC2=O)cc1 (configuration not stated)	.	4.4	5.6	-6.5	-2.4	.	0.3	-0.6	1.2
28	CN(C(=O)COC(=O)CCC(=O)c1ccc(Cl)cc1)c1c(N)n(Cc2ccccc2)c(=O)[nH]c1=O	.	-1.4	4.6	-1.4	0.3	.	3.3	0.3	-0.8
29	Cc1cc(C)cc(NC(=O)C2CCN(c3cnccn3)CC2)c1	0.2	1.3	-2.5	-0.2	-1.4	-5.4	0.9	.	4.5
30	Cc1ccc(NC(=O)CN2C(=O)COc3ccc(S(=O)(=O)N4CCCC4)cc32)c(C)c1	-0.7	-5.2	7.9	-0.3	2.6	-0.6	-0.5	0.5	-5.2
31	Cc1ccccc1-c1cc(C(=O)NCc2cccs2)nn1CC1CC(c2cccc([N+](=O)[O-])c2)=NO1 (configuration not stated)	-0.7	16.8	-2.9	7.0	-0.5	-5.9	-1.6	-0.8	5.6
32	Cn1c(=O)c2c(ncn2CC(=O)OCC(=O)Nc2cccc(C#N)c2)n(C)c1=O	0.4	2.7	9.3	1.6	0.4	-1.5	.	0.4	-1.3
33	Cc1cc(C#N)c(C)n1-c1cc(S(=O)(=O)N2CCOCC2)ccc1N1CCCC1	-0.2	1.3	-0.3	13.2	-4.1	6.4	-2.4	-2.7	1.3
34	COc1ccc(NC(=O)CCN=C2NS(=O)(=O)c3ccccc32)cc1S(=O)(=O)N(C)C	-0.4	10.4	-7.0	22.2	-1.3	-8.2	1.7	0.3	-0.8
35	COC(=O)c1sccc1N/N=C(\C)c1ccc(F)c(Cl)c1	?	0.0	-3.9	0.0	0.6	1.5	0.1	1.0	1.6
36	Cc1cc(C)c2cc(CN(CCO)Cc3nnnn3Cc3ccc(F)cc3)c(=O)[nH]c2c1	1.0	18.0	-1.9	7.0	-4.6	7.4	.	-0.4	10.3
37	CCCc1nnc(NC(=O)CCC(=O)N2CCN(S(=O)(=O)c3ccc(F)cc3)CC2)s1	0.0	-3.4	0.2	-17.3	-4.1	-3.0	1.2	-1.6	-0.3
38	CC1=[N+](C)N(c2ccccc2)C(=O)C1N=Cc1c(Cl)cccc1Cl (configuration not stated)	-1.2	8.3	1.3	-8.3	-3.3	-7.0	1.5	0.4	1.2
39	O=S(=O)(Nc1ccc(OC(F)(F)F)cc1)c1cccc2nonc12	?	8.7	-11.8	-0.6	0.5	?	0.5	.	0.4
40	COc1ccc(C)cc1NCc1ccc([N+](=O)[O-])cc1	1.4	-3.5	11.0	-9.7	-1.9	-19.5	-2.4	-0.5	-0.1
41	CCCCC(=O)N(C)c1c(CC)nc2c(OCc3ccc(C(F)(F)F)cc3)cccn12	-0.3	-2.6	12.4	25.1	-6.1	1.4	.	2.0	-2.7
42	CC(C)c1ccc(NC(=S)NC2CC3C=CC2C3)cc1 (configuration not stated)	0.9	6.3	19.5	-7.6	-1.5	?	1.2	.	-0.3
43	COCc1ccccc1C1=CC(=O)C[C@H](c2ccc(F)cc2)C1	0.1	7.6	0.7	13.7	-0.7	7.0	-0.8	4.3	2.2
44	Cc1ccc(C)c(N2CCN(S(=O)(=O)c3ccc4c(c3)CC(=O)N4C)CC2)c1	0.1	0.8	5.9	2.8	-1.2	2.9	0.3	-0.4	-2.3
45	O=C(CCNc1n[nH]c(=O)[nH]c1=O)N/N=C\c1cccc(OCc2ccccc2)c1	0.0	-0.6	-6.8	9.0	-8.0	1.5	1.3	.	-0.4
46	Cc1cc(=O)[nH]c(SCC(=O)NC(C)C2CC3CCC2C3)c1C#N (configuration not stated)	0.5	3.1	11.1	-0.8	-0.8	-0.8	0.5	.	0.2
47	CSc1ccc(/C=C/C(=O)c2c(O)cc(C)oc2=O)cc1	-2.5	5.5	0.8	11.3	-2.9	45.1*	0.6	0.7	0.9
48	O=C(CSc1nnc(-c2ccco2)n1CC1CCCO1)N1CCCCC1 (configuration not stated)	1.8	0.0	0.2	-13.7	-1.5	2.2	0.2	.	-1.7
49	CCOC(=O)c1c(-c2cccc([N+](=O)[O-])c2)csc1N	-0.7	-0.3	-15.1	15.9	-3.9	-1.7	1.0	2.9	-3.1
50	COC(=O)c1sc(=S)n(-c2cccc(Cl)c2)c1N	-8.9	26.6	-8.6	13.9	-2.8	-11.2	-1.9	5.0	-3.3
51	c1ccc(CCNc2nc(-c3cccnc3)cs2)cc1	2.4	4.6	8.4	-9.7	0.7	-14.5	0.4	1.5	-1.4
52	CCO[C@@H]1OC(C(=O)N2CCOCC2)=C[C@H](c2coc3ccccc3c2=O)[C@H]1CCCO	-0.4	9.5	-2.3	2.9	0.2	-0.9	-0.3	-0.5	0.8
53	CC(=O)c1cc(N2CCC(C(=O)O)CC2)ccc1[N+](=O)[O-]	1.0	4.4	-21.6	14.0	0.8	-4.9	0.5	.	-23.5
54	Cc1ccc(S(=O)(=O)Nc2ccccc2-c2ccccc2)cc1	0.2	-7.5	16.2	4.3	-5.5	-4.5	0.9	0.9	-6.8
55	c1csc(-c2nnc3ccccn23)c1	?	2.9	-3.1	-0.7	0.7	9.4	1.3	3.0	15.5
56	O=S(=O)(c1ccc2ccccc2c1)N1CCCOC1	1.3	0.5	1.7	-5.6	0.4	5.6	-0.7	0.6	2.4
57	O=C1CCCN1CC(O)CS(=O)(=O)c1ccccc1 (configuration not stated)	-0.9	-1.7	1.3	2.6	-3.1	-9.5	0.8	-2.8	0.8

Looked up above.
GDH-TPI counter, cpd 52 = 9.5
BoNT F protease, cpd 53 = -4.9

An unsorted share of the library. Share with any hit: about 4.8%.
